ARFGAP1 inh – rat ARFGAP1 inhibition; Q62848; Arfgap1-stimulated ARF1 GTP hydrolysis, GDP FP detection; inhibition, % at 16.5 µM; 360,000 tested, 0.26% active; AID 651572;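 active means inhibition above a per-plate limit, mean inhibition of low control wells plus 3 SD, cut at about 25% in these data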;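 further: 0% = DMSO wells with enzyme and 100% = wells lacking Arfgap1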
Target sequence (Q62848 1-136 limits assumed): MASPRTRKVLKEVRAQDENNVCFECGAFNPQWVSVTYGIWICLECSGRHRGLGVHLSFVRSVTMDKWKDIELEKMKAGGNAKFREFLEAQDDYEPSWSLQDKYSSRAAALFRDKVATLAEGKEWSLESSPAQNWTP
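Assay system: Rat Arfgap1 GAP domain (His6, aa 1-136), purified enzyme | Buffer or medium: HEPES 25 mM pH 7.5, NaCl 150 mM, MgCl2, DTT | Schedule: GTP hydrolysis reaction 2 h at 25 °C | Signal: FP of antibody-bound GDP Alexa 633 tracer, ex 620/em 688 nm | Measure: Percent inhibition of Arfgap1-stimulated GTP hydrolysis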
KLK7 zymogen act – activators of human kallikrein-7 zymogen | P49862 | purified proKLK7, EDANS-DABCYL substrate fluorescence; 100% is mature enzyme control, 0% vehicle | activation, % at 7 µM | 370,000 tested, 0.9% active | AID 652039;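 active means activation above the mean of all tested compounds plus 3 SD, computed per campaign excluding outliers beyond control limits, cut at about 13% in these data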
Target sequence (P49862 whole entry, looked up): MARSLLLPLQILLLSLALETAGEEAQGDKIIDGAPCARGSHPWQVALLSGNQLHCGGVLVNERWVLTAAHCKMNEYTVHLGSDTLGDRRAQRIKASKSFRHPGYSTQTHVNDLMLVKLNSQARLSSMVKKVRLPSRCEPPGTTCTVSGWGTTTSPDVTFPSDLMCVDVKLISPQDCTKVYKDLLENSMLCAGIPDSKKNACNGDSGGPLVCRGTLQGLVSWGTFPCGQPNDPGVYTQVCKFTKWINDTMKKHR
ADAM10 inh – ADAM10 inhibition, QFRET primary screen; O14672; recombinant ADAM10, EDANS/DABCYL FRET peptide cleavage, 3 h; inhibition, % at 7 µM; 370,000 tested, 0.62% active;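 active means inhibition above a per-campaign cutoff equal to the mean of compounds falling between control-based bounds plus 3 SD, cut at about 20% in these data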;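 further: 0% = DMSO wells while the 100% control is not disclosed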
DDE Tn7 FP inh – inhibitors of Tn7 peptide binding to human fibrin DD(E); 370,000 tested, 0.13% active; AID 720508; FP displacement of FITC-Tn7 peptide from fibrin DD(E); 0% = median of compound wells per plate; inhibition, % at 8.3 µM;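 active means inhibition above the mean of compounds falling within the control limits plus 3 SD of them, cut at about 14% in these data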;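 further: 0% = plate median of compound wells and 100% = 10 µM Aha-Tn7 peptide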
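assay system = human clot-derived fibrin DD(E) complex | quantity = Fibrin-DD(E) at 2 µM final | timing = 10 min preincubation, 3 h with tracer, room temperature | signal = fluorescence polarization | measure = percent inhibition | benchmarks = high control wells with 10 µM unlabelled Aha-Tn7 peptide (full inhibition) | replicates = singlicate testing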
ASAP1 inh – inhibitors of human ASAP1 ArfGAP activity; ASAP1-stimulated ARF1 GTP hydrolysis, GDP FP detection; inhibition, % at 16.5 µM; Q9ULH1; 360,000 tested, 0.19% active; in the data active means inhibition above about 25%;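 further: 0% = vehicle with enzyme and substrate and 100% = no enzyme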
PLCg1 inh – PLC-gamma1 (human) inhibition, primary screen; inhibition, % at 12.2 µM; purified PLC-gamma1, fluorogenic substrate, fluorescence; 370,000 tested, 0.84% active; P19174; in the data active means inhibition above about 9.5%
TDP2 inh – TDP2 (human) inhibition, absorbance primary screen; recombinant TDP2, T5PNP hydrolysis, p-nitrophenol absorbance 415 nm; inhibition, % at 12.8 µM; O95551; 370,000 tested, 0.34% active;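 active means inhibition above the mean of all tested compounds plus 3 SD, set per campaign, cut at about 25% in these data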;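 further: 0% = DMSO with enzyme and 100% = buffer with substrate but no TDP2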
Target sequence (O95551 whole entry, looked up): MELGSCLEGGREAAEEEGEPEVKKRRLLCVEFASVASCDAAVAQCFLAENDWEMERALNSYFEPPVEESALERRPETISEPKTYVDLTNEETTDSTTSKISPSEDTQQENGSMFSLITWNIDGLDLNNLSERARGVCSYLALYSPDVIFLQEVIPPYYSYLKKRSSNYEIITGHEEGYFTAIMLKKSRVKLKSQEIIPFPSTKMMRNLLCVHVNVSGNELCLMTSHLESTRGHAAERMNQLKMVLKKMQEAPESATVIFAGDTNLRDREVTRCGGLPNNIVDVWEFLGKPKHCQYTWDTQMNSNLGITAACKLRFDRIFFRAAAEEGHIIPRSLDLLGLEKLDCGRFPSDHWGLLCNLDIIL
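Read-out basis: percent inhibition. System: recombinant human TDP2. Buffer or medium: Mg2+-containing Tris-HCl buffer, pH 7.5. Repeats: single replicate. Timing: reaction 2 h, 37 °C. Benchmarks: high control without enzyme, low control DMSO plus TDP2. Probe or stimulus: 5 mM T5PNP. Doses: 12.8 µM only. Measured by: epi absorbance of p-nitrophenol freed from T5PNP by hydrolysis.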
ADAM17 inh – inhibitors of human ADAM17. AID 720648. recombinant ADAM17, EDANS/DABCYL FRET peptide cleavage. inhibition, % at 6.95 µM. P78536. 370,000 tested, 0.83% active;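 active means inhibition above the mean of compounds lying between control limits plus 3 SD, set per campaign, cut at about 8.5% in these data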;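 further: 0% = DMSO-only wells as the low control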
Tn6 DDE FP – DD(E)-Tn6 binding inhibition, primary FP screen | 370,000 tested, 0.21% active | inhibition, % at 8.3 µM | Fibrin DD(E) TRITC-Tn6 fluorescence polarization displacement;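 active means inhibition above a per-campaign cutoff: mean of compounds within control limits plus 3 SD, cut at about 15% in these data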;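 further: 0% = median of all compound wells on the plate and 100% = blocking peptide control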
LEDGF integ inh – blocks HIV-1 LEDGF/p75-dependent DNA integration; inhibition, % at 3.7 µM; TR-FRET IN-LEDGF/p75 DNA integration, Eu/Cy5; 370,000 tested, 0.64% active; AID 743269;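 active means inhibition above the screen-wide mean plus 3 SD, cut at about 13% in these data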;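 further: signal is the Cy5 over europium emission ratio at 671 and 618 nm; 0% = plate median of compound wells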
An asterisk follows results filed as active.

1	C(=N\Nc1ccccn1)/c1ccc(N2CCOCC2)cc1
2	COc1ccc(CC(=O)N(C)CC(=O)Nc2c(C)cccc2C)cc1S(=O)(=O)N1CCOCC1
3	C/C(NCc1cccnc1)=C(\C#N)C(=O)NCc1ccccc1
4	Cc1cc(-c2ccccc2)nc2cc(C(N)=O)nn12
5	CCOC(=O)C1CCCN(C(=O)c2cccc3ccccc23)C1 (configuration not stated)
6	COc1ccc([N+](=O)[O-])cc1NC(=O)C(C)OC(=O)c1ccccc1C(=O)c1ccc(Cl)cc1 (configuration not stated)
assay / entry,1,2,3,4,5,6
ARFGAP1 inh,1.9,4.4,-0.6,12.7,-0.4,10.0
KLK7 zymogen act,0.5,0.1,0.2,1.1,0.6,0.2
ADAM10 inh,-27.8,-1.3,-4.5,-106.7,-5.4,13.0
DDE Tn7 FP inh,1.7,-1.1,-6.6,1.7,6.3,-4.1
ASAP1 inh,-4.1,6.1,22.0,-12.3,-2.8,7.0
PLCg1 inh,-14.2,-1.4,2.3,-335.0,-3.4,-0.2
TDP2 inh,4.4,1.2,-5.9,1.2,-3.8,4.6
ADAM17 inh,-7.8,-2.6,0.3,-38.4,-2.5,8.8*
Tn6 DDE FP,0.2,3.1,-3.1,1.8,1.6,1.2
LEDGF integ inh,-1.9,0.4,-1.3,3.2,0.6,-1.3

7	CCOCCCNC(=O)C(NC(=O)Cc1cccs1)c1ccccc1 (configuration not stated)
8	CCN1C(=O)[C@@H]2C(C(=O)c3cnccn3)=NN[C@@H]2C1=O
9	CC1(c2ccccc2)NC(=O)N(CC(=O)Nc2ccc(Cl)c(S(=O)(=O)N3CCCCC3)c2)C1=O (configuration not stated)
10	CCOCC(=O)Nc1cccc(C(=O)OCC)c1
11	CCNc1nc(Oc2ccc(=O)n(-c3ccccc3)n2)nc(N2CCOCC2)n1
12	C[N+](C)(C)CCOC(=O)C1(c2ccccc2)CCCC1
assay / entry,7,8,9,10,11,12
ARFGAP1 inh,8.3,-16.6,9.2,8.4,3.9,6.1
KLK7 zymogen act,-0.3,0.0,0.3,0.0,-0.7,1.4
ADAM10 inh,6.7,-2.0,9.3,-3.2,-1.1,3.8
DDE Tn7 FP inh,-6.9,1.2,-3.2,-2.1,-6.5,-9.1
ASAP1 inh,-16.0,-3.8,5.6,-3.3,5.0,5.1
PLCg1 inh,3.7,-0.7,3.8,5.8,3.9,0.7
TDP2 inh,1.9,9.5,-2.2,3.7,-12.1,6.9
ADAM17 inh,-2.3,-5.8,3.3,1.1,0.8,-2.7
Tn6 DDE FP,-3.1,2.4,3.7,2.8,2.4,1.2
LEDGF integ inh,3.6,0.9,0.5,0.1,-1.7,-1.9

Brought forward from above: 4 entries, followed by the next part.
9	CC1(c2ccccc2)NC(=O)N(CC(=O)Nc2ccc(Cl)c(S(=O)(=O)N3CCCCC3)c2)C1=O (configuration not stated)
10	CCOCC(=O)Nc1cccc(C(=O)OCC)c1
11	CCNc1nc(Oc2ccc(=O)n(-c3ccccc3)n2)nc(N2CCOCC2)n1
12	C[N+](C)(C)CCOC(=O)C1(c2ccccc2)CCCC1
13	COc1cccc(C(=O)N2CCC(C(=O)NCc3ccco3)CC2)c1
14	CCOCCCn1c(SCC(=O)Nc2cccc(S(=O)(=O)NC3=NCCCCC3)c2)nc2ccccc2c1=O
15	CC(=O)Nc1ccc(S(=O)(=O)NCCCN2CCN(Cc3ccccc3)CC2)cc1Cl
16	Cc1ccc(-n2c3c(cc(C(=O)NCC(=O)c4ccccc4)c2=O)C(=O)CCC3)cc1
17	Cc1cccc(C(CC(=O)NCc2ccco2)c2ccccc2)c1O (configuration not stated)
18	CCN(N=O)c1ccc(C=C2C=Cc3ccccc32)cc1
assay / entry,9,10,11,12,13,14,15,16,17,18
ARFGAP1 inh,9.2,8.4,3.9,6.1,4.8,1.7,-0.3,1.3,1.2,-0.6
KLK7 zymogen act,0.3,0.0,-0.7,1.4,-0.5,0.2,-0.3,-0.8,0.1,0.1
ADAM10 inh,9.3,-3.2,-1.1,3.8,-1.0,0.5,4.2,-7.8,-1.8,11.1
DDE Tn7 FP inh,-3.2,-2.1,-6.5,-9.1,-7.0,1.1,-2.9,2.6,-0.3,2.3
ASAP1 inh,5.6,-3.3,5.0,5.1,19.9,2.8,-12.6,-9.0,-10.9,2.7
PLCg1 inh,3.8,5.8,3.9,0.7,2.0,4.2,4.9,-1.9,-0.5,-0.4
TDP2 inh,-2.2,3.7,-12.1,6.9,-3.4,-26.0,-2.7,3.8,-2.0,1.8
ADAM17 inh,3.3,1.1,0.8,-2.7,2.3,0.7,-0.6,-6.5,-1.0,4.3
Tn6 DDE FP,3.7,2.8,2.4,1.2,6.0,-8.0,-9.1,-1.4,-3.2,4.6
LEDGF integ inh,0.5,0.1,-1.7,-1.9,0.1,-5.3,-2.4,-0.1,-1.7,5.6

19	Cc1[nH]c(=O)[nH]c(=O)c1CSCC(=O)OCC(=O)c1ccc(Br)cc1
20	O=C(CO)N/N=C/c1c2ccccc2cc2ccccc12
21	Cc1cccc(C)c1C(=NCCCN(C)C)c1ccccc1
22	Cc1nc(C(F)(F)F)ccc1C(=O)N1CCC1(C)C(=O)NS(=O)(=O)c1ccc(Cl)cc1 (configuration not stated)
23	CN(CC(=O)NCc1ccccc1Cl)CC(=O)Nc1cccc(F)c1
24	O=Nc1ccc(NO)c2ccccc12
assay / entry,19,20,21,22,23,24
ARFGAP1 inh,4.4,15.2,-2.0,-10.9,-4.4,-15.7
KLK7 zymogen act,0.1,0.0,0.2,-0.1,0.1,0.0
ADAM10 inh,-3.9,-7.4,4.5,-2.7,-1.6,-14.3
DDE Tn7 FP inh,-4.0,-7.3,-5.3,7.5,7.8,-2.0
ASAP1 inh,7.1,6.0,1.4,-3.8,12.5,-4.1
PLCg1 inh,0.8,-20.4,0.8,0.3,-1.1,-14.3
TDP2 inh,-0.9,3.3,-2.7,8.9,1.9,-10.3
ADAM17 inh,-1.9,0.6,-1.4,-2.3,-7.1,0.3
Tn6 DDE FP,-0.2,0.8,-0.3,-2.3,11.0,-4.4
LEDGF integ inh,-4.5,0.3,-0.5,0.8,-2.8,-7.5

25	CC(C)C(c1nnnn1C1CCCCC1)N1CCOCC1 (configuration not stated)
26	Cc1cc(SCC(=O)OC(C)C(=O)N(C)c2ccccc2)nc2ccccc12 (configuration not stated)
27	COc1cc(CNC(=O)c2cc3ccccc3oc2=O)cc(OC)c1OC
28	O=C(NCCOCCNC(=O)OCc1ccccc1)OCc1ccccc1
29	COc1ccc(C2=Nc3ccccc3N(C(=O)c3cccnc3)C2C(=O)NC2CCCC2)cc1 (configuration not stated)
30	Nc1nnc(CC(=O)N/N=C/c2ccc(-c3ccc(F)cc3)o2)s1
assay / entry,25,26,27,28,29,30
ARFGAP1 inh,-4.6,3.0,-4.0,-8.4,-6.7,-1.8
KLK7 zymogen act,-0.3,0.5,0.4,-0.3,1.8,0.4
ADAM10 inh,-3.6,-1.4,-5.8,-6.6,-2.6,-28.3
DDE Tn7 FP inh,6.3,-0.6,2.7,4.5,-0.1,3.5
ASAP1 inh,-2.2,18.6,-9.9,2.4,1.4,-10.9
PLCg1 inh,0.7,-6.3,1.0,-2.7,-22.4,-21.7
TDP2 inh,-4.3,6.2,7.2,-4.5,2.9,0.0
ADAM17 inh,-1.8,-2.1,-2.5,-0.8,-2.0,-11.9
Tn6 DDE FP,3.4,5.0,-6.0,-7.1,6.5,-4.0
LEDGF integ inh,-2.3,1.9,-1.0,-11.0,-3.4,1.2

31	Fc1cccc(Cl)c1CSc1nnc(COc2cccc3cccnc23)o1
32	O=C(Nc1cccc(NC(=O)c2cccs2)c1)c1ccc([N+](=O)[O-])o1
33	O=C(NC1CCCCC1)c1ccc(CN2CCOCC2)cc1
34	O=C(CSc1nccn1-c1ccccc1)N1CCc2ccccc21
35	C[C@@H]1CN([C@H](C)CO)C(=O)CCCn2nncc2CO[C@H]1CN(C)C(=O)Nc1cccc2ccccc12
36	Cc1sc2nc(CSCC(=O)N(C)c3ccccc3)[nH]c(=O)c2c1C
assay / entry,31,32,33,34,35,36
ARFGAP1 inh,0.9,-7.3,-11.6,11.1,1.9,-3.8
KLK7 zymogen act,-1.0,0.3,0.3,-0.1,-7.9,-0.8
ADAM10 inh,-11.2,1.1,1.7,-0.1,-241.2,-18.6
DDE Tn7 FP inh,-3.8,-0.5,10.5,-10.9,-3.1,6.5
ASAP1 inh,-4.3,-4.8,-4.0,6.7,7.1,2.4
PLCg1 inh,-5.8,0.9,1.8,1.6,-53.2,-24.2
TDP2 inh,7.0,-2.4,0.5,2.1,8.3,-2.7
ADAM17 inh,-6.7,-0.3,-1.6,-1.5,-53.6,-4.6
Tn6 DDE FP,-0.4,1.2,8.7,-3.0,-3.3,1.9
LEDGF integ inh,1.4,-2.2,0.0,0.5,-2.6,-2.9

37	CCOC(=O)c1cc(C(=O)NC(C)c2ccccc2)c(=O)[nH]c1C (configuration not stated)
38	COc1cccc(OC)c1OCC(O)CN1CCN(c2ccc(F)cc2)CC1 (configuration not stated)
39	CCN(CC)S(=O)(=O)c1cc(-c2nnc(-c3ccc(Br)cc3)o2)ccc1Cl
40	COc1cccc(CN2CCNC(=O)C2CC(=O)NCCN2CCCCC2=O)c1 (configuration not stated)
41	CC1(C)OCC(N)(CO)CO1
42	O=C(CSc1nnc(-c2ccncc2)o1)Nc1cc(Cl)ccc1C(=O)O
43	CN(C)C1=NC[C@H](Cc2ccccc2)N1CCc1ccc(F)cc1
44	CC1CC(=O)N(c2ccc(C(C)C)cc2)C(=O)C1
assay / entry,37,38,39,40,41,42,43,44
ARFGAP1 inh,5.0,4.7,4.2,-8.4,-2.5,-1.8,3.7,-0.7
KLK7 zymogen act,-0.7,0.5,-0.2,0.8,0.4,0.2,-0.3,-0.4
ADAM10 inh,-4.6,12.7,-0.2,-9.2,-25.3,-7.9,-1.6,-4.1
DDE Tn7 FP inh,6.8,-0.4,0.1,-7.5,6.2,3.1,1.5,-0.6
ASAP1 inh,-0.9,-4.8,-1.0,22.9,-4.7,4.5,2.3,-1.1
PLCg1 inh,-2.8,2.3,1.1,-6.2,3.9,-4.7,-1.6,-1.0
TDP2 inh,-13.9,-14.6,-2.9,12.5,-0.3,2.6,4.8,-3.4
ADAM17 inh,-1.1,-2.6,-0.5,-3.8,-8.5,-2.5,-4.4,-1.6
Tn6 DDE FP,1.7,-5.5,3.5,5.8,-0.5,1.1,4.9,10.1
LEDGF integ inh,-6.1,3.4,-0.4,1.4,-2.1,0.9,0.2,0.5

Assay outcomes (PubChem BioAssay)
